Screens as filed in PubChem BioAssay.
CHX counter: counter-screen hit for Shiga toxin inhibitors, cycloheximide; cell reporter, cycloheximide protein synthesis inhibition counterscreen; max response, %; 12% of 300,000 active; AID 2314; in the data active = max response mostly above about 13%, no sharp cut-off; inactive = mostly below about 14%; note: read at 38.3 µM for the half of the compounds with a filed dose; 0% is about no effect
TbPYK inhibitor: inhibitors of Trypanosoma brucei pyruvate kinase; AID 624173; TbPYK enzyme, Kinase-Glo Plus ATP luminescence, 45 min; Potency, µM (series often up to 76.8 µM), for inactives: at the top dose activity, negative = inhibition, most hits filed as inhibitors; 0.12% of 410,000 active; Q57TT1; note: potency is the fitted concentration of half-maximal effect; % is set by controls: 0 for no effect and ±100 for the full control effect; nearly all actives have a fitted effect of over 50% in size
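Readout: single end-point luminescence (Kinase-Glo Plus, 10 min). Reaction conditions were TbPYK/substrate plus 130 uM ADP, 45 min at RT, pH 7.2 TEA buffer. No-enzyme wells served as controls, and data were normalized before concentration-response fitting.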
Shiga inhibitor: Shiga toxin inhibition; AID 2315; Vero cells, Shiga toxin protein synthesis inhibition reporter; inhibition, % at 38.7 µM; 9.2% of 290,000 active; in the data active = inhibition mostly above about 28%, no sharp cut-off; inactive = mostly below about 43%; note: 0% is about no effect
Pf growth 48h: inhibits P. falciparum growth in the first generation, 48 h; P. falciparum luciferase growth in erythrocytes, 48 h; Potency, µM (doses to about 28.7 µM), for the others: top-dose activity change, negative = inhibition, actives largely listed as inhibitors; 5.9% of 310,000 active; note: potency is the fitted concentration of half-maximal effect; % is set by controls: 0 for no effect and ±100 for the full control effect
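A one-generation exposure of luciferase-tagged malaria parasites in RPMI 1640/Albumax erythrocyte culture, 37 C and 5% CO2. Inhibition is inferred from decreased luminescence after adding detection reagent.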
AmpC inh no detg: inhibitors of E. coli AmpC beta-lactamase without detergent; AmpC nitrocefin hydrolysis, absorbance 480 nm, 0.0001% Triton; Potency, µM (highest dose often 57.1 µM), for the others: at the highest dose activity change, negative = inhibition, most hits filed as inhibitors; 0.52% of 330,000 active; AID 485341;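 note: potency is the fitted concentration of half-maximal effect; plate controls were no compound for no effect and no enzyme for full effect; nearly all actives have a fitted effect of over 20% in size; some results filed as inactive show a strong effect at the top dose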
Target sequence (P00811 whole entry, looked up): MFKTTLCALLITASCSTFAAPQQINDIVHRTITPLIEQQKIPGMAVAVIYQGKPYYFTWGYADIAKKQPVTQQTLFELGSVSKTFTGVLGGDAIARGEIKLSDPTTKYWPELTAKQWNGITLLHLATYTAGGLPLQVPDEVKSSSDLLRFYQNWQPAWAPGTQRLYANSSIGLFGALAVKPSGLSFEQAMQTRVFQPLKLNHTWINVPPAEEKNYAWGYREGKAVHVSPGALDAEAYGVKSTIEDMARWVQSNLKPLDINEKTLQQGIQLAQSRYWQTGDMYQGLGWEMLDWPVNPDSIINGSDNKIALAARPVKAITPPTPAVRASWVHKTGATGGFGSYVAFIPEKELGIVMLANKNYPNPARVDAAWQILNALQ
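20 mM phosphate pH 7.0 + 0.01% (detergent screen) or 0.0001% Triton X-100; 5.3 nM AmpC reagent; cpd preinc 15 min RT; nitrocefin (800 uM stock) to start; A480 q20 s × 4 min; Activity was normalised to no-enzyme and no-compound control wells.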
LmPK inh: LmPK (Leishmania mexicana) enzyme inhibition. 0.37% of 290,000 active. purified LmPK, Kinase-Glo ATP luminescence, 1 h. Potency, µM (titrated, usually from 57.5 µM), for the others: at the top dose activity change, negative = inhibition, most hits filed as inhibitors. Q27686; note: potency is the fitted concentration of half-maximal effect; % is set by controls: 0 for no effect and ±100 for the full control effect
Target sequence (Q27686 whole entry, looked up): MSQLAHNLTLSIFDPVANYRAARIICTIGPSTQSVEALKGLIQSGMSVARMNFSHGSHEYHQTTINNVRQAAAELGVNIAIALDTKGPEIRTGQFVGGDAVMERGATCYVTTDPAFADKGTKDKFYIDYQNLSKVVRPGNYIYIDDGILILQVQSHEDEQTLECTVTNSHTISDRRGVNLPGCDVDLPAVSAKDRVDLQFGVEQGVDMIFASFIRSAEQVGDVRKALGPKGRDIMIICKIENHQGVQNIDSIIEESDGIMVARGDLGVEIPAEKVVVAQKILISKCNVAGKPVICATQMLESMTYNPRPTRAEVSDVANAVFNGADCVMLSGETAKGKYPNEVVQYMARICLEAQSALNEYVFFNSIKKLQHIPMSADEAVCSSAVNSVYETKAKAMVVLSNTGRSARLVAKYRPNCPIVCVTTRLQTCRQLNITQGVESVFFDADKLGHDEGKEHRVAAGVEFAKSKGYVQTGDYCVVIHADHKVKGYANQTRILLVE
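Purified LmPK (0.1 nM) with 0.5 mM PEP and 0.1 mM ADP in imidazole buffer pH 7.2 with MgCl2/KCl, 1 h at room temperature. ATP formed was read by luciferase luminescence and normalized to no-enzyme and uninhibited controls.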
Pf growth 96h: P. falciparum growth inhibition at 96 hours | P. falciparum luciferase reporter growth, 96 h | Potency, µM (doses to about 28.7 µM), without a hit: at the highest dose activity change, negative = inhibition, usual class: inhibitors | 6.9% of 320,000 active | AID 504834; note: potency is the fitted concentration of half-maximal effect; % is set by controls: 0 for no effect and ±100 for the full control effect
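Compounds incubated with erythrocytes infected by luciferase-expressing P. falciparum (2% hematocrit, 0.05% parasitemia final) for 96 hours, 37 C in 5% CO2. Growth inhibition scored as decreased luciferase luminescence.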
* = called active by the depositor; ? = inconclusive; . = not tested or not shown; & = joins results of further samples; [ ] = dose if it differs, or a comment. Unless noted, calls come from the whole dose curve; as a rule, active = well fitted curve in the direction sought with a large enough effect; inconclusive = small, poorly fitted or top-dose-only effect, or another doubt; inactive = no such curve, though single readings can be large; an effect the other way counts as inactive or inconclusive.

[1] COC(=O)C1C/C(=N\NS(=O)(=O)c2ccc(C)cc2)c2ccsc2C1 (stereo not given)
[2] CCOC(=O)C1CCN(c2ncnc3c2cnn3-c2ccccc2)CC1
[3] CCCC(c1nnnn1C1CCCC1)N1CCN(C(=O)c2ccco2)CC1 (stereo not given)
[4] CCCn1c(N)c(C(=O)CSc2nnc3ccccn23)c(=O)n(C)c1=O
[5] Cc1ccc(C)c(NC(=O)CN(C)C(=O)c2nn(C)c(=O)c3ccccc23)c1
[6] CCCCCCCN1CCN=C1Nc1ccccc1
[7] COc1cc(CN2CCCC(CCC(=O)NCc3ccc(C)o3)C2)cc2c1OCO2 (stereo not given)
[8] C=CCn1c(=O)c2c(nc3n2CCCN3CCc2ccc(OC)c(OC)c2)n(C)c1=O
Compound | 1 | 2 | 3 | 4 | 5 | 6 | 7 | 8
CHX counter | 0 | 18* | -2 | . | -3 | . | -2 | -3
TbPYK inhibitor | -3% | 0% | 1% | 4% | -2% | 4% | 3% | -3%
Shiga inhibitor | -3 | 37 | -7 | . | -8 | . | -14 | 3
Pf growth 48h | -2% | 26% | 12µM* | -16% | -3% | ? | -9% | -14%
AmpC inh no detg | -31% | 57% | 9% | -14% | -5% | 3% | 14% | 19%
LmPK inh | 6% | -5% | 4% | . | -11% | . | 0% | 1%
Pf growth 96h | 11% | . | ? | ? | 31%[activator] | ? | -23% | -9%

[9] Cc1ccc(S(=O)(=O)NC(=O)NCc2ccc(Cl)cc2)cc1
[10] Cc1ccc(C2CC(=O)C(C=NCCN3CCN(C(=S)Nc4ccccc4)CC3)=C(O)C2)cc1 (stereo not given)
[11] CCc1nnc(NC(=O)CSc2nnc(-c3ccoc3C)n2-c2cccc(C)c2)s1
[12] Nc1nc2ccc(C(=O)Nc3ccccc3)cc2s1
[13] COC(=O)c1cc2c(cc1NC(=O)CSCCc1ccccn1)OCO2
[14] COc1ccc(C=O)cc1COc1ccccc1F
[15] CCc1ccc(N2CC(C(=O)N3CCN(c4ccccn4)CC3)CC2=O)cc1 (stereo not given)
[16] COc1ccc(NC(=O)CN(C)C(=O)c2cc3c(s2)CCC(C)C3)cc1 (stereo not given)
Compound | 9 | 10 | 11 | 12 | 13 | 14 | 15 | 16
CHX counter | -6 | -2 | -2 | 93* | -1 | -6 | . | 14*
TbPYK inhibitor | -2% | 1% | -8% | 0% | 0% | -8% | -3% | 3%
Shiga inhibitor | -15 | -3 | 8 | 168* | -3 | -10 | . | 19
Pf growth 48h | . | -5% | -15% | 64%[activator] | 3% | 23% | -31% | -14%
AmpC inh no detg | -15% | 199%[activator] | 24% | -16% | -13% | -18% | 11% | -5%
LmPK inh | 4% | 15% | 5% | -3% | -8% | 0% | . | -13%
Pf growth 96h | 7% | -9% | 18% | . | ? | 8.3µM* | -2% | -8%

[17] COC1CCCCC1NS(=O)(=O)c1ccc(Cl)cc1 (stereo not given)
[18] CCOc1ccccc1NC(=O)c1ccc(S(=O)(=O)N2CCOCC2)cc1
[19] O=C(O)COc1ccc(/C=N/NC(=O)C2CCCN2S(=O)(=O)c2ccc(Cl)cc2)cc1 (stereo not given)
[20] O=Cc1c[nH]c2ccc(S(=O)(=O)N3CCOCC3)cc12
[21] O=S(=O)(c1ccc(Cl)s1)N1CCN(C/C=C/c2ccccc2)CC1
[22] COC(=O)C1CCN(c2cc(Cl)nc(N)n2)CC1
[23] CCCCn1c(N)c(N(CCC(C)C)C(=O)CC2CCCCC2)c(=O)[nH]c1=O
[24] CCCC(=O)C1=C(O)C(C(=O)OC)C(C)(C)CC1=NCCc1ccc(OC)c(OC)c1 (stereo not given)
Compound | 17 | 18 | 19 | 20 | 21 | 22 | 23 | 24
CHX counter | -7 | 3 | -2 | -4 | 13 | 0 | . | 5
TbPYK inhibitor | 0% | -1% | -11% | -1% | 10% | -1% | -12% | -1%
Shiga inhibitor | -8 | -18 | -17 | -12 | 9 | -6 | . | 14
Pf growth 48h | . | 1% | . | 11% | ? | 40%[activator] | ? | -19%
AmpC inh no detg | -9% | 8% | -20% | 1% | 3% | -11% | -25% | 100%[activator]
LmPK inh | 11% | -11% | 3% | 3% | 4% | 2% | . | 5%
Pf growth 96h | 26% | . | 0% | 6% | ? | 75%[activator] | 0% | 20%

Retrieved one by one from the list above:
[8] C=CCn1c(=O)c2c(nc3n2CCCN3CCc2ccc(OC)c(OC)c2)n(C)c1=O
[15] CCc1ccc(N2CC(C(=O)N3CCN(c4ccccn4)CC3)CC2=O)cc1 (stereo not given)
[6] CCCCCCCN1CCN=C1Nc1ccccc1
[12] Nc1nc2ccc(C(=O)Nc3ccccc3)cc2s1
Compound | 8 | 15 | 6 | 12
CHX counter | -3 | . | . | 93*
TbPYK inhibitor | -3% | -3% | 4% | 0%
Shiga inhibitor | 3 | . | . | 168*
Pf growth 48h | -14% | -31% | ? | 64%[activator]
AmpC inh no detg | 19% | 11% | 3% | -16%
LmPK inh | 1% | . | . | -3%
Pf growth 96h | -9% | -2% | ? | .

(continued)
[25] COc1cccc(CN2CCNC(=O)C2CC(=O)N(C)C2CCOCC2)c1 (stereo not given)
[26] Cc1cc(C)c(NC(=O)CNC(=O)COC(=O)CNC(=O)c2ccc(Cl)cc2Cl)c(C)c1
[27] O=S(=O)(c1cccc(-c2nnc(-c3cccnc3)o2)c1)N1CCCCC1
[28] CCOCc1c(C(=O)N2CCN(CC(=O)Nc3ccc(F)cc3)CC2)oc2ccccc12
[29] COc1cccc2[nH]c(C(=O)NCCc3ccccc3)cc12
[30] COC(=O)C(C)Sc1ccc2nnc(CCNS(=O)(=O)c3ccc(C)cc3)n2n1 (stereo not given)
[31] COc1ccc(-c2nnc(NC(=O)CSc3ccc(Cl)cc3)s2)cc1OC
[32] O=C(Nc1ccc(F)cc1F)c1ccc2c(c1)OCCO2
Compound | 25 | 26 | 27 | 28 | 29 | 30 | 31 | 32
CHX counter | 2 | . | -2 | . | 43* | 12 | -7 | 29*
TbPYK inhibitor | -1% | -2% | 6% | -11% | 7% | 0%&3% | 2% | -10%
Shiga inhibitor | -6 | . | -2 | . | 68* | 15 | -15 | 83*
Pf growth 48h | 19% | 4% | ? | ? | 108%[activator] | 11% | 4% | 135%[activator]
AmpC inh no detg | 12% | 58% | 7% | 128%[activator] | -26% | 7% | -12% | -22%
LmPK inh | 6% | . | 1% | . | 0% | 0% | -1% | ?
Pf growth 96h | -14% | 33%[activator] | ? | ? | 30%[activator] | 19% | 149%[activator] | -18%

[33] CCOC(=O)C(NCc1ccccc1)(NC(=O)c1ccccc1)C(F)(F)F (stereo not given)
[34] COc1cccc(N=C2NC(=O)/C(=C/c3cc([N+](=O)[O-])ccc3O)S2)c1
[35] CC(=O)N1CCN(CC(=O)Nc2ccc(SC(F)F)cc2)CC1
[36] CC1(C)c2ccccc2N2CC(=O)N[C@@]21/C=C/C=C/c1ccccc1
[37] Nc1nc(SCC(=O)Nc2ccccc2Sc2ccc(Cl)cc2)n[nH]1
[38] COC(=O)C1=C2SC(C)C(=O)N2C(N)=C(C#N)C1c1cc(OC)c(OC)c(OC)c1 (stereo not given)
[39] CC(C)Oc1ccc(CN2CCCC(CO)(Cc3ccccc3)C2)cc1CO (stereo not given)
[40] Cc1ccc(C(=O)OCC(=O)NCc2ccco2)s1
Compound | 33 | 34 | 35 | 36 | 37 | 38 | 39 | 40
CHX counter | -1 | 4 | -7 | 1 | -5 | 0 | -2 | 13
TbPYK inhibitor | 8% | 0% | -3% | -7% | -2% | -15% | 2% | -6%
Shiga inhibitor | -9 | -1 | -12 | -8 | 19 | -8 | . | 36
Pf growth 48h | . | -2% | 2% | ? | 20% | -7% | 6% | 16%
AmpC inh no detg | -6% | -31% | -9% | -32% | -45% | -7% | -8% | -9%
LmPK inh | 10% | 8% | 0% | 7% | -3% | -6% | -1% | -6%
Pf growth 96h | -33% | -14% | ? | -27% | -1% | -25% | -18% | -25%

[41] COC(=O)COc1ccccc1/C=C1/NC(=O)NC1=O
[42] Cc1cccc(-c2nc(CN3CCN(Cc4cccc(F)c4)CC3)c(C)o2)c1
[43] O=C(/C=C/c1ccccc1)OCc1cncs1
[44] O=C(NCC(c1ccco1)N1CCc2ccccc21)c1ccccc1Br (stereo not given)
[45] O=C(CNC(=O)Cc1ccccc1)NCC(=O)OCC(=O)c1ccc(F)cc1
[46] COc1cc(CNc2ccc(CNc3ncn[nH]3)cc2)ccc1OCc1ccccc1
[47] COc1ccc(OC)c(C(c2nnnn2CC2CCCO2)N2CCN(C3CCCC3)CC2)c1 (stereo not given)
[48] CCCCN(C(=O)CSc1nnc(-c2ccc(OC)cc2)n1C(C)C)c1c(N)n(Cc2ccccc2)c(=O)[nH]c1=O
Compound | 41 | 42 | 43 | 44 | 45 | 46 | 47 | 48
CHX counter | -1 | -2 | 33* | . | 11 | 48* | 4 | 5
TbPYK inhibitor | -16% | 5% | 5% | 2% | -1% | -1% | -3% | -4%
Shiga inhibitor | -12 | . | 88* | . | 27 | 40* | 20 | 1
Pf growth 48h | 16% | ? | 44%[activator] | ? | 11% | -20% | ? | -16%
AmpC inh no detg | -4% | 131%[activator] | -48% | -28% | -2%[2.29 µM] | -30% | 13% | -1%
LmPK inh | -2% | -3% | -1% | . | 5% | 6% | 2% | 4%
Pf growth 96h | -13% | -88% | 36%[activator] | ? | 29% | -12% | 0% | 0%

[49] COc1ccc(S(=O)(=O)n2ccc(C)n2)cc1C
[50] Cc1ccc(S(=O)(=O)NC(=O)Nc2c(C)cccc2C)cc1
[51] CCC(=O)N1CCN(c2ccc(NC(=O)COc3ccc(C)cc3C)cc2)CC1
[52] CCN(C(=O)COC(=O)c1c(C)nsc1NC)c1ccccc1
[53] O=C(c1ccccn1)N(Cc1ccco1)C1(C(=O)NC2CCCC2)CCCCC1
[54] O=C(COC(=O)c1c2c(nc3ccccc13)/C(=C/c1cccc([N+](=O)[O-])c1)CCC2)NC1CCS(=O)(=O)C1 (stereo not given)
[55] Cc1c(CCOC(=O)CC23CC4CC(CC(C4)C2)C3)sc[n+]1Cc1ccccc1
[56] CCCCN(C(=O)c1ccc2c(c1)OCO2)c1c(N)n(CCCC)c(=O)[nH]c1=O
[57] COc1ccccc1N1CCN(C(=O)CNC(=O)c2ccc(Cl)cc2Cl)CC1
[58] CC(C)CC1NC(=O)N(CC(=O)NC2CCCc3ccccc32)C1=O (stereo not given)
[59] Cc1ccccc1C(=O)NCC(=O)OC(C)C(=O)NC(C)CCc1ccccc1 (stereo not given)
Compound | 49 | 50 | 51 | 52 | 53 | 54 | 55 | 56 | 57 | 58 | 59
CHX counter | -4 | -1 | 1 | . | 5 | 4 | 2 | . | 2 | -3 | .
TbPYK inhibitor | 0% | 0% | 7% | 2% | 0% | -6% | 7% | -3% | -2% | -12% | 2%
Shiga inhibitor | -11 | -17 | 24 | . | 20 | 7 | -14 | . | -6 | 2 | .
Pf growth 48h | 7% | 1% | ? | -22% | . | ? | 7.4µM* | ? | -13% | -18% | ?
AmpC inh no detg | -22% | -8% | 115%[activator] | 12% | 23% | 71%[activator] | 66%[activator] | -3% | 70%[activator] | -15% | 9%
LmPK inh | -1% | 7% | 1% | . | 3% | 4% | 2% | . | 2% | 6% | .
Pf growth 96h | . | -12% | -19% | -17% | ? | ? | ? | 7% | 5% | 12% | 12µM*
